ELG1 genotox: genotoxicity induction in ELG1-luciferase HEK293T cells; Potency, µM (series often up to 46 µM), inactives show at the top dose activity change, positive = activation, usual class: activators; hit rate 1.3% among 330,000; HEK293T ELG1-luciferase reporter, luminescence, 16 h; note: potency is the fitted concentration of half-maximal effect; % of control where 0% means no effect; nearly all actives have a fitted effect of over 60% in size
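Quantitative HTS format in 1536-well plates. HEK293T ELG1-luciferase reporter cells receive test compound and are incubated 16 hr at 37 °C, 5% CO2; ONE-Glo added, 30 min room temperature, then luminescence read.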
NPC1 prom act: activates the NPC1 promoter | Huh7 NPC1 promoter luciferase reporter, 24 h | Potency, µM (highest dose often 9.22 µM), inactives show at the top dose activation, usual class: activators | hit rate 2.4% among 320,000;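 note: potency is the fitted concentration of half-maximal effect; % of control where 0% means no effect; nearly all actives have a fitted effect of over 60% in size; reporter is driven by a mutant NPC1 promoter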
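Quantitative HTS used a cell-based reporter: Huh7 cells stably bearing the NPC1 promoter upstream of luciferase were treated with compounds for 24 h, and promoter activation was read as luminescence.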
ELG1 repair inh: ELG1-dependent DNA repair inhibition | HEK293T ELG1-luciferase reporter, luminescence, 16 h; DNA damage induced by 5-fluorouridine | Potency, µM (titrated, usually from 46.1 µM), for the others: top-dose activity change, negative = inhibition, usual class: inhibitors | hit rate 2.3% among 330,000; note: potency is the fitted concentration of half-maximal effect; % is set by controls: 0 for no effect and ±100 for the full control effect; nearly all actives have a fitted effect of over 55% in size
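Step one: seed 2,000 cells per well. Step two: pin-transfer compound or DMSO alongside 5-fluorouridine. Step three: incubate 16 hr, 37 °C, 5% CO2. Step four: add ONE-Glo, wait 30 min, read luminescence.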
BRCA1 expr act: BRCA1 expression activation | AID 624202 | Potency, µM (top dose mostly 46.1 µM), for inactives: at the top dose activation, hits mostly activators | hit rate 1.1% among 380,000 | MCF7-BRCA1-FFLuc reporter, luminescence, 48 h; response scale: scaled: vehicle 0%, 10 µM genistein 100%; note: potency is the fitted concentration of half-maximal effect; nearly all actives have a fitted effect of over 80% in size; some results filed as inactive show a strong effect at the top dose
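MCF7-BRCA1-FFLuc, 2000 cells/well; 2 h attach, 37 °C/5% CO2; compound 48 h; luciferase substrate 15 min; luminescence end-point. Norm. to genistein 10 microM max activation and DMSO; concentration-response curves fitted.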
FLuc modulator: inhibits or activates purified firefly luciferase, miR-21 counter-screen. P08659. purified FLuc, Km substrates, luminescence inhibition. Potency, µM (top dose mostly 57.5 µM), for the others: top-dose activity change, negative = inhibition, hits mostly inhibitors. hit rate 6.9% among 360,000;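 note: potency is the fitted concentration of half-maximal effect; plate controls were vehicle for no effect and reference inhibitor for full effect; nearly all actives have a fitted effect of over 55% in size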
Target sequence (P08659 whole entry, looked up): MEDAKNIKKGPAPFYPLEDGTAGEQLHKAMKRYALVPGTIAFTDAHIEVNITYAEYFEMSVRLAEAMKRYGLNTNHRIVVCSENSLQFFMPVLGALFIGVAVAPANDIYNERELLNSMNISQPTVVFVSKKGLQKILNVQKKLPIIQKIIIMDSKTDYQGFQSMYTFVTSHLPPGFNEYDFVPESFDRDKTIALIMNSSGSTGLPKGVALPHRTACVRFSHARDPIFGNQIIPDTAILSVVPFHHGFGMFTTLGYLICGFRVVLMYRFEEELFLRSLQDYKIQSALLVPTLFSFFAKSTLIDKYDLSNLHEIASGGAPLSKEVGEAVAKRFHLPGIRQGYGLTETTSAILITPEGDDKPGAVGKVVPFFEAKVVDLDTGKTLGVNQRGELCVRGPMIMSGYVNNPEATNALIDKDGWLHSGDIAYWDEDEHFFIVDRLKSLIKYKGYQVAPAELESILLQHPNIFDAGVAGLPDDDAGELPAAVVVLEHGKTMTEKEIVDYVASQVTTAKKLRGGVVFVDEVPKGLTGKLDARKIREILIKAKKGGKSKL
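Biochemical qHTS of compounds, final roughly 60 µM downward over six points, against 10 nM purified firefly luciferase using Km concentrations of substrates (10 uM D-luciferin, 10 uM ATP) in Tris acetate pH 7.5 buffer; luminescence output.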
RORgamma inh: ROR gamma (mouse) transcription inhibition; P51450; Drosophila S2 Gal4-RORgamma UAS-luciferase reporter, 20 h; Potency, µM (doses to about 53.6 µM), for the others: at the top dose activity change, negative = inhibition, hits mostly inhibitors; hit rate 5.4% among 310,000; note: potency is the fitted concentration of half-maximal effect; % is set by controls: 0 for no effect and ±100 for the full control effect; nearly all actives have a fitted effect of over 60% in size
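Using a luciferase readout, inhibitors were identified by reduced reporter activity in Drosophila cells coexpressing a copper-inducible Gal4–ROR gamma fusion and UAS-driven Photinus luciferase, incubated 20 hr after 700 uM copper sulfate.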
p53 reactivator: restores transcriptional activity of mutant p53; H1299 p53-A138V BP100-luciferase reporter, luminescence, 24 h; Potency, µM (highest dose often 92.2 µM), for the others: top-dose activity change, positive = activation, most hits filed as activators; hit rate 0.063% among 320,000; note: potency is the fitted concentration of half-maximal effect; % of control where 0% means no effect; nearly all actives have a fitted effect of over 45% in size
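H1299 (p53-null), stable ts p53-A138V + BP100-Luc; 1000 cells/well, Opti-MEM/10% FBS; cpd 4 pt, 1:5; 24 h, 37 deg C, 5% CO2; detection reagent 10 min RT; luminescence.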
Gal4-VP16 FLuc: inhibits Gal4-VP16 luciferase reporter, ROR gamma counter-screen | Drosophila S2 Gal4-VP16 UAS-luciferase, luminescence, 20 h | Potency, µM (titrated, usually from 53.6 µM), inactives show at the top dose activity, negative = inhibition, usual class: inhibitors | hit rate 3.5% among 310,000;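 note: Gal4-VP16 expression switched on by copper sulfate through the metallothionein promoter; potency is the fitted concentration of half-maximal effect; % is set by controls: 0 for no effect and ±100 for the full control effect; nearly all actives have a fitted effect of over 50% in size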
Rab9 prom act: Rab9 promoter activation; Huh7 Rab9 promoter-luciferase reporter, luminescence, 24 h; Potency, µM (series often up to 9.22 µM), inactives show at the top dose activation, negative = inhibition, hits mostly activators; hit rate 2.8% among 320,000; note: potency is the fitted concentration of half-maximal effect; % of control where 0% means no effect; nearly all actives have a fitted effect of over 60% in size
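Stable Rab9-luc Huh7, 1500 cells/well, 2 h settle; cmpd in DMSO, 24 h, 37 °C/5% CO2; luciferase reagent 10 min RT; luminescence.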
Tb PFK block: T. brucei PFK enzyme inhibition | O15648 | T. brucei PFK, ADP-Glo luminescence | Potency, µM (titrated, usually from 57.5 µM), for inactives: at the highest dose activity, negative = inhibition, hits mostly inhibitors | hit rate 0.17% among 330,000 | AID 485367;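 note: potency is the fitted concentration of half-maximal effect; 0% = uninhibited 1x PFK enzyme wells and -100% = no-enzyme wells; nearly all actives have a fitted effect of over 60% in size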
Target sequence (O15648 whole entry, looked up): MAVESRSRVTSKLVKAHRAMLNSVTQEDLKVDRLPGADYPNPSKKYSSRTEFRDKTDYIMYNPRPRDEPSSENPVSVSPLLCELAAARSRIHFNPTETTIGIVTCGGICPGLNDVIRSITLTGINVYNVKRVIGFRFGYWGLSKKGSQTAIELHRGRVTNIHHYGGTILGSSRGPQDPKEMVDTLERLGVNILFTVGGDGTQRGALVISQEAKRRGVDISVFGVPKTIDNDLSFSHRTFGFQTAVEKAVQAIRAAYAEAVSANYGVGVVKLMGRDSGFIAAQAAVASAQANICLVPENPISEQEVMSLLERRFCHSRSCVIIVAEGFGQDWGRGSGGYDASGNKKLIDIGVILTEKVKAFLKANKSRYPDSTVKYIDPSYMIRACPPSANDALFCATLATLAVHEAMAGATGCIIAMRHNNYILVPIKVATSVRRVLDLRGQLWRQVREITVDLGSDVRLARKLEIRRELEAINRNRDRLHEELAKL
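1.25 nM PFK with 0.5 mM F6P and 0.1 mM ATP in 0.1 M TEA pH 8.0, 5 mM MgCl2, incubated 45 min at room temperature; ADP measured by ADP-Glo luminescence; compounds titrated up to 57 uM.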
TRPV1 ag: activates the human vanilloid receptor TRPV1 | Q8NER1 | TRPV1-expressing cells, Fluo-8 calcium influx, agonist mode | activation, % at 8.33 µM | hit rate 0.19% among 320,000; in the data active = activation above about 80%; inconclusive = between about 30% and that limit; note: 0% is about no effect
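Cells expressing TRPV1 were dye-loaded with Fluo-8 and read kinetically: 10 s baseline, 3 min after compound (agonist portion), then 2 min after EC20 capsaicin (allosteric enhancer portion). Calcium-bound dye fluorescence at 480/520 nm.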
* hit, by the source's call; u = inconclusive; x = no result given; [ ] = another dose, or the depositor's remark. Unless noted, calls come from the whole dose curve; as a rule, active = well fitted curve in the direction sought with a large enough effect; inconclusive = small, poorly fitted or top-dose-only effect, or another doubt; inactive = no such curve, though single readings can be large; an effect the other way counts as inactive or inconclusive.

The first 2 records, ahead of the listing:
Values run as follows: TRPV1 ag, FLuc modulator, BRCA1 expr act, Rab9 prom act, Gal4-VP16 FLuc, Tb PFK block, ELG1 genotox, p53 reactivator, ELG1 repair inh, NPC1 prom act, RORgamma inh
COc1ccc2c(c1)nc(CN1CCN(CCO)CC1)n2C
    1, 3%, -2%, -1%, -11%, 0%, -3%, x, -2%, 3%, -5%
COc1cccc(-c2nnc(SCC(=O)OC(C)C)n2Cc2ccco2)c1
    8, -2%, -5%, -1%, 0%, -4%, -3%, -2%, -1%, -2%, -23%

The list itself, from the first entry:
Values run as follows: TRPV1 ag, FLuc modulator, BRCA1 expr act, Rab9 prom act, Gal4-VP16 FLuc, Tb PFK block, ELG1 genotox, p53 reactivator, ELG1 repair inh, NPC1 prom act, RORgamma inh
COc1ccc2c(c1)nc(CN1CCN(CCO)CC1)n2C
    1, 3%, -2%, -1%, -11%, 0%, -3%, x, -2%, 3%, -5%
COc1cccc(-c2nnc(SCC(=O)OC(C)C)n2Cc2ccco2)c1
    8, -2%, -5%, -1%, 0%, -4%, -3%, -2%, -1%, -2%, -23%
CN(Cc1ccccc1)C(=O)COC(=O)/C=C/c1ccco1
    4, -15%, 12%, 1%, 24%, -14%, 0%, 9%, 2%, 0%, 17%
O=C(Nc1ccc2c(c1)C(=O)N(CC1CCCO1)C2=O)c1cccc(Br)c1 (configuration not stated)
    u, 11µM*, 11%[1.84 µM], 11%, -2%, -1%, -4%, 2%, -22%, 0%, u
O=C(CCCn1cncn1)N1CCCC(Nc2ccc(F)cc2)C1 (configuration not stated)
    1, 0%, -21%, -7%, -1%, 0%, 5%, 0%, -8%, 1%, 4%
Cc1ccc(-c2csc(/C(C#N)=C/Nc3ccccc3SC(F)(F)F)n2)c(C)c1
    -6, 2%, 0%, -5%, -2%, -1%, -2%, -3%, 12%, -1%, 29%[10 µM]
COc1ccc(-n2c(SCC(N)=O)nnc2-c2cccnc2)cc1
    -2, 5%, 9%, 1%, 0%, -4%, 2%, u, 2%, -1%, -62%
Cn1c(=O)oc2cc(S(=O)(=O)NCCC(=O)N3CCc4ccccc4C3)ccc21
    3, 7%, 0%, 0%, -2%, 1%, 0%, 1%, u, -2%, 14%
C(=C\c1nc(N2CCCC2)c2ccccc2n1)/c1ccccc1
    -5, 12%, -87%[inhibitor], -2%, -7%, 1%, 1%, 0%, -6%, -2%, 44%
CC1CC(C)CN(C(=O)CCCn2c(=O)c3cccn3c3cccnc32)C1 (configuration not stated)
    -3, 1%, -10%, 3%, 7%, -5%, 1%, 0%, 8%, 0%, -4%
CC1=NN(C(N)=S)C(=O)C1N=Nc1c(C)cc(C)cc1C (configuration not stated)
    -4, u, 12%, 26%, 1.8µM*, -4%, u, 1%, 27%, -1%, 0.5µM*
Cc1ccc(NC(=O)/C(=C/c2ccco2)c2ccccc2)c(C)c1
    -6, u, -30%, -3%, -8%, 3%, 0%, -1%, -23%, 2%, -18%
COc1ccc(/C=C2\N=C(SC)NC2=O)cc1
    0, u, -1%, x, u, x, x, x, x, x, 13µM*
COc1ccc(N2CCN(C(=O)CC3NC4CCCCC4NC3=O)CC2)cc1 (configuration not stated)
    -18, 2%, -10%, -3%, -7%, -4%, 1%, 16%, 20%, 0%, -12%
Cc1ccc2[nH]c(C(=O)N3CCCCC3)cc2c1
    u, u, 77%, u, -12%, 4%, u, x, u, u, 16%
COc1ccc(NC(=O)c2ccc(Cl)nc2)cc1S(=O)(=O)N1CCCCC1
    4, 2%, -57%, -8%, 1%, 2%, -15%, 3%, 23µM*, -3%, -2%
CCc1ccc(CNC(=O)Cn2nc(-c3ccc(C)cc3)ccc2=O)cc1
    5, u, x, -2%, 0%, 2%, -1%, -3%, -2%, -6%, 40%
Cc1ccccc1-n1cnc2cc(NCc3cccs3)ccc21
    19, u, -52%, 18%, -8%, 0%, 4%, -1%, 1%, -4%, u
CCCOc1ccc(NC(=O)CCC(=O)NC(C)c2ccccc2)cc1 (configuration not stated)
    -4, 3%, 3%, -1%, 3%, -2%, 4%, 9%, -7%, -2%, -32%
Clc1cccc(OCc2nnc(-c3ccccc3Br)o2)c1
    12, u, u, 17%, -11%, 0%, 18%, 25%, u, 26%, 3%
O=c1c2cc(Cl)ccc2nc(-c2ccc([N+](=O)[O-])cc2)n1O
    0, u, -76%, 1%, u, 1%, -10%, 10%, 18µM*, -5%, u
CC1CCN(C(=O)C2CCN(CC(C)c3ccccc3)CC2)CC1 (configuration not stated)
    2, -3%, -2%, -2%, -26%, 10%, -1%, -3%, x, -16%, -46%
CCc1cc(C(=O)NCC(c2ccc(OC)cc2)N2CCOCC2)sc1C (configuration not stated)
    -2, 3%, -20%, -2%, x, -10%, 0%, -4%, -9%, -6%, x
COc1ccc(C(=O)OCC(=O)NCC2CCCO2)c(F)c1 (configuration not stated)
    -1, 1%, -3%, -4%, x, 21%, 0%, 6%, 11%, 0%, x
OC(Cn1cnnc1)c1ccccc1 (configuration not stated)
    -1, -2%, -12%, -2%, -6%, -4%, -3%, -2%, 1%, -3%, -1%
COc1ccc(/C=C(/C(=O)c2cccs2)N2C=CC=CC2=C(C#N)C#N)cc1
    0, 13µM*, -61%, 1%, 2.8µM*, -12%, u, -34%[inhibitor], u, -11%, 2.2µM*
CC1(C)c2[nH]c3ccccc3c2C[C@H]2C(=O)N(CCCCCO)CC(=O)N21
    -3, 13%, 1%, -2%, -10%, 1%, 1%, -5%, u, -4%, 6%
CSc1nccc(NC(=O)c2ccc(C(C)(C)C)cc2)n1
    u, 1.9µM*, 74%, -11%, u, -4%, u, 28%, u, -7%, u
COc1ccccc1C(CNC(=O)c1cccc(S(=O)(=O)Nc2ccc(C)cc2)c1)N(C)C (configuration not stated)
    1, 4%, -12%, 0%, -14%, -1%, -3%, 17%, -1%, 1%, -2%
O=C1CC(N2CCCc3ccccc32)C(=O)N1c1ccccc1 (configuration not stated)
    10, 2%, 0%, -6%, 4%, -6%, 1%, -8%, -1%, 1%, -3%
COc1cc(/C=C/C(=O)N2C(=O)c3cccc(N)c3C2=O)cc(OC)c1OC
    4, 1%, -38%, -3%, u, -6%, -2%, u, u, -8%, -10%
COc1ccccc1CNC(=O)[C@@H]1CCCN1C(=O)[C@@H]1Cc2ccccc2CN1C(=O)OC(C)(C)C
    23, -2%, -24%, 1%, -3%, 1%, 1%, -1%, 13%, -20%, 34%
COc1ccc(C/C(C)=N\NC(=O)c2c[nH]c3ccccc23)cc1OC
    2, -18%, 0%, 3%, -11%, -3%, 4%, 6%, 8%, -1%, 0%
O=C(COC(=O)C1CCN(c2ccc(C(F)(F)F)cn2)CC1)NCc1ccc(F)cc1
    28, 4%, 4%, 1%, x, -6%, 1%, 7%, 4%, -1%, x
CC1CCN(C(=O)COC(=O)C2CCN(S(=O)(=O)c3ccc4c(c3)OCCO4)CC2)CC1
    5, 3%, -8%, -4%, x, -4%, 6%, 3%, 21%, 0%, x
Cc1cc(C)c(-c2cc(NC(=O)COC(=O)c3ccc(CO)cc3)n(-c3ccccc3)n2)cc1C
    u, -7%, -13%, -1%, -14%, 1%, 4%, -7%, 2%, -3%, 44%
COc1ccc(C2C(C#N)=C(N)Oc3c2sc2nc(C)cc(C)c32)cc1 (configuration not stated)
    1, -21%, -51%, 19%, 7%, -3%, 5%, u, 8%, 21%, -22%
CCCN(CCC)C(C)C(=O)NCC1(c2ccccc2)CCCC1 (configuration not stated)
    u, 1%, -19%, -3%, -16%, -4%, -6%, 3%, -3%, -4%, 14%
COc1ccc(N2CC(C(=O)Nc3nccs3)CC2=O)cc1 (configuration not stated)
    1, 1%, 12%, 0%, 5%, 5%, -3%, 11%, -13%, -2%, 1%
COCCNC(=O)COc1coc(CN2CCN(Cc3ccccc3)CC2)cc1=O
    2, 1%, 17%, -1%, -1%, 1%, 2%, 9%, -3%, 2%, -19%
CCOCCN(C(=O)COC)c1cccc(OC)c1
    0, 1%, 7%, -6%, 8%, -4%, -2%, -4%, 8%, 1%, -14%[10 µM]
COC(=O)/C=c1/sc2nc3ccccc3n2c1=O
    1, u, -18%, 1%, 3%, -4%, -2%, -6%, 0%, -4%, -36%
Cc1cc(=O)[nH]c(Sc2c(-c3ccccc3)c3ccccc3[nH]c2=O)n1
    -2, 3%, 9%, 5%, -3%, -3%, 2%, -6%, u, -2%, -11%
N#CCC(=O)Nc1ccc(C(=O)OCC(=O)Nc2sc3c(c2C#N)CCCC3)cc1
    2, -10%, 3%, -8%, x, 0%, -1%, 7%, 2%, 0%, x

Source: PubChem BioAssay (National Center for Advancing Translational Sciences (NCATS))
